AmpC det inh = blocks E. coli AmpC beta-lactamase in presence of detergent; P00811; purified AmpC, nitrocefin hydrolysis with detergent; Potency, µM (top dose mostly 28.7 µM), for the others: top-dose activity change, negative = inhibition; hit rate 0.09% among 71,000; active = well fitted curve in the direction sought with a large enough effect
Target sequence (P00811 whole entry, looked up): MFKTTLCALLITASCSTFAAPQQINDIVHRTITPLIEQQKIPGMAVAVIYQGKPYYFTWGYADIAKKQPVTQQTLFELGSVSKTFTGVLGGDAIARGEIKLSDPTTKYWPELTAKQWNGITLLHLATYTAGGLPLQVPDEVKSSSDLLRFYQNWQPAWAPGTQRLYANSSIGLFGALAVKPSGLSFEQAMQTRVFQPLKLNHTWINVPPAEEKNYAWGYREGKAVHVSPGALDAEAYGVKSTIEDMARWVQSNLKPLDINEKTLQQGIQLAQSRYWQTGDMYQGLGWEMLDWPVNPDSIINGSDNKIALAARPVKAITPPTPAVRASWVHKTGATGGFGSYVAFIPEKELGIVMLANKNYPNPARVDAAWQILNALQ
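E. coli AmpC (5.3 nM) in 20 mM phosphate pH 7.0 with 0.01% Triton X-100, preincubated 15 min RT with compound; nitrocefin (2 uL of 800 uM stock) hydrolysis followed by 480 nm absorbance every 20 s over 4 min.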
* = called active by the depositor; [ ] = another dose, or the depositor's remark. % is set by controls: 0 for no effect and ±100 for the full control effect; potency is the fitted concentration of half-maximal effect.

SMILES	AmpC det inh
COC(=O)[C@@]1(Cc2ccc(F)cc2)[C@H]2c3cc(C(=O)N(C)C)n(Cc4ccc(OC)c(OC)c4)c3C[C@H]2CN1C(=O)c1ccccc1	-0.7%
O=C(NCc1ccco1)C(c1cccnc1)N(C(=O)Cn1nnc2ccccc21)c1ccccc1 (configuration not stated)	5.6%
COc1cc(C2C3=C(Nc4ncnn42)c2ccccc2CC3)cc(OC)c1OC (configuration not stated)	0.5%
Cc1ccc(CNc2cc(-c3nn4c(C)nnc4s3)ccc2C)s1	0.0%
COC(=O)C1=C(C)N=C2SCCC(=O)N2C1c1ccc(C(=O)OC)cc1 (configuration not stated)	0.8%
CNCC[C@H](Oc1ccccc1C)c1ccccc1	-2.7%
CCN(CC)CCCNC(CC(=O)O)C(=O)O (configuration not stated)	-1.9%
O=C(Nc1ccc2c(c1)OCO2)N1CCN(S(=O)(=O)c2ccc(Cl)cc2)CC1	-4.6%
N#Cc1nc(COc2ccc(Cl)cc2Cl)oc1N1CCOCC1	0.3%
COCCN1C(=O)c2oc3ccccc3c(=O)c2C1c1ccc(O)c(OC)c1 (configuration not stated)	12.1%

Reprinted from the part before: two compounds, followed by the next part.
SMILES	AmpC det inh
N#Cc1nc(COc2ccc(Cl)cc2Cl)oc1N1CCOCC1	0.3%
COCCN1C(=O)c2oc3ccccc3c(=O)c2C1c1ccc(O)c(OC)c1 (configuration not stated)	12.1%
O=C(NCc1cccnc1)c1cc(-c2ccccc2)on1	-6.0%
Cc1ccc2ccccc2c1[N+](=O)[O-]	11.1%
COc1ccc2c(c1)C13CCCC[C@@H]1C(C2)N(C)CC3 (some centres not stated)	-0.7%[12.8 µM]
COc1cccc(-n2nnnc2SCC(=O)c2cc(OC)ccc2OC)c1	-5.7%
COc1ccc(Nc2nc(N)nc(SCc3nnc(C)s3)n2)cc1	16.6%
Cc1ccccc1NS(=O)(=O)c1ccc(F)cc1	-4.7%
COc1ccc(-c2nnc(SCC(=O)/C(C#N)=C(\C)N)o2)cc1	-3.1%
COc1cc(-c2nn3c(Cc4ccccc4)nnc3s2)cc(OC)c1OC	15.4%
CCOC(=O)c1ccccc1NC(=O)c1cn(CC)c2nc(C)ccc2c1=O	11.6%
COCCNC(=O)C(C)OC(=O)c1cc2occc2n1C (configuration not stated)	1.7%
COc1cccc(-c2nnc(SCC(=O)Nc3cc(C)ccc3OC)n2N)c1	-4.6%
COc1ccc(NC(=O)N2CCCC3(CCN(C(=O)c4cccn4C)CC3)C2)cc1	1.9%
COC(=O)COc1ccc(S(=O)(=O)Nc2ccccc2C(=O)OC)cc1	-2.4%
Cc1cc(NC(=O)COn2nnc3ccc(Cl)cc32)no1	-2.8%
Cc1ccc2nc(N3CCOCC3)c3nncn3c2c1	3.1%
Cc1ccc(NC(=O)N2CCC(C(=O)NCc3ccccc3)CC2)cc1	-1.9%
C=CCn1c(=O)c2ccccc2n2c(SCC(=O)NCc3cccs3)nnc12	10.6%
CCCCC(=O)NCCNc1nc2c(c(=O)n(C)c(=O)n2C)n1Cc1ccc(F)cc1	0.8%
CCOC(=O)c1oc2ccccc2c1NC(=O)c1cc(OC)cc(OC)c1	-3.0%
CNC(=O)O/N=C/C(C)(C)SC	9.0%
COc1ccc(-c2nc(NC(=O)c3cc(C(C)(C)C)nn3C)sc2C)cc1	7.0%
CN1CCN(c2ncc3nc(-c4cn(C)c5ccccc45)c(=O)n(CCc4ccccc4)c3n2)CC1	1.1%
N#CC1=C(N)NC(SCC(=O)O)=C(C#N)C12CCCC2	-7.6%
C=CCOC(=O)CC(NC(=O)c1ccccc1)c1ccccc1 (configuration not stated)	7.2%
Cc1noc(C)c1C(=O)NC1CCCc2ccccc21 (configuration not stated)	-2.8%
Cc1nc(N2CCC(C)CC2)c2oc3ccccc3c2n1	-0.8%
CCN1C(=O)C2(C(C#N)=C(N)Oc3n[nH]c(COC)c32)c2ccccc21 (configuration not stated)	-2.8%
O=S(=O)(c1cccc(-c2nc3n(n2)Cc2ccccc2-3)c1)N1CCCC1	-2.4%
Cc1cc(Cl)ccc1OCC(=O)Oc1c(Cl)c(Cl)c(Cl)c(Cl)c1Cl	-2.6%[5.75 µM]
CCOc1nc(Nc2ccc(-c3nc4ccccc4o3)cc2)nc(N2CCOCC2)n1	10.8%
Cc1oc2c(O)c(O)ccc2c(=O)c1-c1cnn(-c2ccccc2)c1	2.6%
C=CCn1c(C)cc(C(=O)COc2ncnc3sccc23)c1C	-3.8%
O=C(c1cnccn1)N1CCC[C@@]2(CCN(Cc3ccccc3)C2)C1	-2.0%
CCc1ccc2c(c1)CCCN2C(=O)c1ccccc1C(=O)O	-6.0%
O=C(O)C1C2C=CC(C2)C1C(=O)Nc1ccc(C(=O)N2CCCCC2)c(Cl)c1 (configuration not stated)	-4.7%
COc1ccc(C(=O)NCc2cn3c(C)csc3n2)cc1OC	18.9%
O=C(CCN1C(=O)c2ccccc2S1(=O)=O)N1CCN(c2ccccc2)CC1	-0.9%
[O-]/[N+](=C\c1ccc(OC(F)F)cc1)c1ccccc1	8.2%
CC1(C)CC(=O)C2=C(C1)NC(=O)CC2c1cc(F)ccc1F (configuration not stated)	-5.1%
CCOC(=O)CCN(Cc1cccs1)S(=O)(=O)c1ccc(F)cc1	-8.7%
O=C(C1CCCN1C(=O)c1cccs1)N1CCc2ccccc21 (configuration not stated)	-1.8%
O=C(Cn1nc(C(F)(F)F)c2c1CCCCC2)N1CCOCC1	-6.5%
COc1ccc2[nH]c3ccccc3c2c1	-3.3%
COc1ccc(N2CCN(C(=O)CCNS(=O)(=O)c3ccc(Br)s3)CC2)cc1	14.7%
COc1ccccc1OC[C@H](O)CN1CCN(CC(=O)Nc2c(C)cccc2C)CC1	-1.7%
COc1ccc(C)cc1N(CC(N)=O)S(=O)(=O)c1ccc(C)cc1	-1.0%
CCOC(=O)C1(Cc2ccccc2)NC(c2ccccc2F)C2C(=O)N(CC)C(=O)C21 (configuration not stated)	7.8%
COC(=O)Cc1cnc(NC(=O)C2C3CCC(C3)C2C(=O)O)s1 (configuration not stated)	-1.3%
COc1ccc(-n2c(=O)cc(N3CCN(c4ccccc4)CC3)[nH]c2=O)cc1	-4.5%
CCN(CC)CCCn1c(C)cc2c(c1=O)C(c1cc(OC)c(OC)cc1OC)C(C#N)=C(N)O2 (configuration not stated)	-0.7%
(continued)
SMILES	AmpC det inh
CCOC(=O)COn1c(=O)c(-c2cccs2)[n+]([O-])c2ccccc21	-19.4%
CCc1nc2sc3c(c2c(=O)n1N)CCC3	9.8%
O=c1c(C(c2nnnn2C2CCCCC2)N2CCCCC2)coc2ccc(Cl)cc12 (configuration not stated)	13.8%
O=C(Cc1c[nH]c2ccccc12)Nc1nc2ccccc2[nH]1	1.7%
N#Cc1sc2nc3c(c(-c4ccco4)c2c1N)CCCC3	10.2%
CCCn1cnc2c(SCc3ccc(Cl)cc3)nc(N)nc21	-1.8%[5.75 µM]
CCCn1c(NCc2cc(C)ccc2O)nc2ccccc21	0.6%
COC(=O)c1ccccc1NC(=O)C1CCN(C(=O)c2cc(OC)c(OC)c(OC)c2)CC1	7.6%
Clc1ccc(OCc2nnc(SCc3nnc(-c4ccccc4)o3)o2)c(Cl)c1	9.5%
Cc1ccc(S(=O)(=O)N2CCN(C(=O)CSc3nnc(C)s3)C2)cc1	12.0%
O=C(c1cccc(F)c1)N1CCN(CC2CC3C=CC2C3)CC1 (configuration not stated)	-0.8%
COC(=O)c1cc2oc(C)cc2n1CC(=O)Nc1ccc(C)c(C)c1	1.0%
Cc1[nH]c2ccc(CNS(=O)(=O)c3ccc(S(=O)(=O)N4CCOCC4)cc3)cc2c1C	16.5%
O=C(Nc1ccc2c(c1)OCCO2)C1CCN(S(=O)(=O)c2cccc3nsnc23)CC1	1.9%
CCN1C(=S)SC(=O)C1=C1C=C(C)N(CCO)C(C)=C1	-7.1%
CCC(=O)Nc1c2c(nn1-c1ccccc1C)CSC2	-3.3%
O=C(N1CCOCC1)N1CCC(n2nnc3ccccc32)CC1	-1.5%
Nc1nc(SCc2ccccc2)c2ncn(Cc3ccccc3)c2n1	-2.6%[5.75 µM]
Cc1nn(CC(=O)NC(C)c2ccccc2)c(=O)c2ccccc12 (configuration not stated)	-1.1%
CCN1C(=O)C(NC(C)=O)c2cc(Br)ccc21 (configuration not stated)	-0.9%
O=C(COc1cccc(OC(F)F)c1)Nc1ccc(SC(F)F)cc1	-1.7%
CCOC(=O)C1CCCN(c2c(NCC3CCCN3CC)c(=O)c2=O)C1 (configuration not stated)	11.1%
COc1ccccc1NC1=NC(c2ccc(Cl)cc2)N=C(N)N1 (configuration not stated)	-2.4%
COC(=O)C(CC(C)C)Oc1ccc2c(C)cc(=O)oc2c1 (configuration not stated)	-0.1%
CCOC(=O)N1CCC(NC(=O)c2ccc3c(=O)n4c(nc3c2)CCCC4)CC1	-2.9%
O=C(CCC(=O)N1CCc2ccccc21)Nc1ccccc1	2.0%
O=C(NC1CCCc2ccccc21)C1CCN(S(=O)(=O)c2cccc3nsnc23)CC1 (configuration not stated)	-0.1%
Cc1cc2ncn(S(=O)(=O)N3CCCCC3)c2cc1C	-6.0%
O=C1CCC(C(=O)N(Cc2ccco2)C2(C(=O)NC3CCCC3)CCCCC2)N1 (configuration not stated)	-2.5%
CC(C)C(=O)Nc1ccc(C(=O)N2CCN(C(=O)c3ccco3)CC2)cc1	-7.4%
Cc1nn(-c2ccccc2)c2c1C(O)n1c(nc3ccccc31)S2 (configuration not stated)	-2.2%
COc1cc2c(C(=O)N3CCN(C)CC3)c(C)oc2cc1Br	0.3%
CCn1c(=N)n(CC(=O)c2ccco2)c2ccccc21	12.0%
COCCNC(=O)c1ccc(NS(=O)(=O)c2cc(C)ccc2C)cc1	-4.0%
COc1cc(NC(=O)c2ccc(Br)o2)ccc1NC(=O)c1ccccc1Cl	-5.4%
NCCN1CCN(CCN)CC1	-0.3%
CCOC(=O)N1CCN(C(=O)Cc2ccc(Cl)cc2)CC1	-1.6%
O=C(c1cnn2ccccc12)N1CCCc2ccccc21	8.7%
COc1cccc(-c2noc(-c3cccnc3)n2)c1	-3.0%
CCCNC(=O)c1cc(-c2ccco2)on1	-3.7%
O=c1oc2ccccc2c2c1ncn2C1CCCCC1	-5.1%
N#CCSc1nnc(N)s1	-2.7%
COc1cc([C@H]2[C@@H]3CCCC[C@]3(O)CCN2CC(=O)Nc2ccc(C)cc2)ccc1O	-2.0%
COc1ccc(S(=O)(=O)n2ccnc2)c2cccnc12	1.6%
O=c1[nH]c(=O)n(Cc2ccco2)c(O)c1C=NCc1ccco1	-3.8%
COc1cc(C(=O)N2CCCN(c3nc4cc(C)ccc4cc3C#N)CC2)cc(OC)c1OC	-0.6%
CCOC(=O)CNC(=O)CSc1nnc(-c2cccc(C)c2)n1-c1ccc(OC)cc1	-4.9%
CN=C1SC(CC(=O)Nc2sc(C)c(C)c2C(=O)OC)C(=O)N1C (configuration not stated)	-11.7%
CCCCn1c2c(c3ccccc31)CCc1nonc1-2	25.8%
C=CCOC(=O)CCP(=O)(CCC(=O)OCC=C)c1ccccc1	7.9%

Some of these compounds in order of count of non-hydrogen atoms, smallest number first.
SMILES	AmpC det inh
N#CCSc1nnc(N)s1	-2.7%
O=c1oc2ccccc2c2c1ncn2C1CCCCC1	-5.1%
O=c1[nH]c(=O)n(Cc2ccco2)c(O)c1C=NCc1ccco1	-3.8%
C=CCOC(=O)CCP(=O)(CCC(=O)OCC=C)c1ccccc1	7.9%
COc1cc([C@H]2[C@@H]3CCCC[C@]3(O)CCN2CC(=O)Nc2ccc(C)cc2)ccc1O	-2.0%
COc1cc(C(=O)N2CCCN(c3nc4cc(C)ccc4cc3C#N)CC2)cc(OC)c1OC	-0.6%

(cont.)
SMILES	AmpC det inh
O=C(Nc1cccc(C(=O)N2CCOCC2)c1)NC1CCCCC1	-0.4%
C=C(C)CSc1nnc(-c2cc(OC)c(OC)c(OC)c2)n1N	-2.1%
COc1cc(C)nc(OCCNC(=O)COc2ccc(Cl)cc2C)n1	0.9%
CNC(=O)NCCN1CCCC1=O	-3.6%
CC1(C(=O)N(c2ccccc2)C(C(=O)NC2CCCC2)c2ccccn2)CC(=O)N=C2C=CC=CN21 (configuration not stated)	-0.3%
CCCCC(CC)COCC1CO1 (configuration not stated)	7.3%
c1ccc(CNc2ncnc3c2ncn3C2CCCCO2)cc1 (configuration not stated)	-2.9%
COc1ccc(OC)c(NC(=O)c2cn(C)c(=O)c3cc(OC)c(OC)cc23)c1	4.7%
CCOC(=O)c1oc2ccccc2c1CSc1nnnn1-c1ccc(C)cc1	19.9%
C=CCn1cc(C(=O)N2CCN(C)CC2)c(=O)c2cc(S(=O)(=O)N3CCCC3)ccc21	13.1%

In a second layout: entries from further up.
| compound | AmpC det inh |
| --- | --- |
| O=C(Nc1cccc(C(=O)N2CCOCC2)c1)NC1CCCCC1 | -0.4% |
| CCCCC(CC)COCC1CO1 (configuration not stated) | 7.3% |
| C=CCn1cc(C(=O)N2CCN(C)CC2)c(=O)c2cc(S(=O)(=O)N3CCCC3)ccc21 | 13.1% |
| c1ccc(CNc2ncnc3c2ncn3C2CCCCO2)cc1 (configuration not stated) | -2.9% |
| COc1cc(C)nc(OCCNC(=O)COc2ccc(Cl)cc2C)n1 | 0.9% |
| COc1ccc(OC)c(NC(=O)c2cn(C)c(=O)c3cc(OC)c(OC)cc23)c1 | 4.7% |

(next part)
SMILES	AmpC det inh
COc1ccc(C2C(C(C)=O)=C(C)N=c3s/c(=C/c4ccc5c(c4)OCO5)c(=O)n32)cc1 (configuration not stated)	-1.9%
Cc1cccc(N2C(=O)CC(N3CCN(C(=O)c4ccccc4)CC3)C2=O)c1 (configuration not stated)	7.1%
Cn1ccnc1Sc1nc2ccccc2nc1NS(=O)(=O)c1ccccc1	0.4%
COc1ccccc1N1CCN(Cc2ccc(Br)o2)CC1	-7.1%
COc1ccc(OC)c(NC(=O)COC(=O)c2ccc(-n3cnnn3)cc2)c1	-3.5%
O=c1c(-c2ccccc2)nc2cnc(N3CCOCC3)nc2n1-c1ccccc1	-1.6%
CCC1Sc2ccccc2N(CC(=O)NC2CCCC2)C1=O (configuration not stated)	-2.1%
O=S(Cc1ccc(Cl)cc1)CC(O)COc1ccc(Cl)cc1 (configuration not stated)	0.0%
CCOC(C)=O	9.9%

Assay outcomes deposited in PubChem by National Center for Advancing Translational Sciences (NCATS).

The list is partial. The share of hits here may be higher or lower than overall.
